Bioassay records (PubChem BioAssay)
SR-BI DiI inh: inhibitors of SR-BI mediated HDL lipid uptake, primary screen, ldlA[mSR-BI] cells, fluorescence, single point | Scavenger receptor class B member 1 (Mus musculus), Q61009 | hit rate 0.96% among 320,000 | ldlA[mSR-BI] CHO cells, DiI-HDL uptake fluorescence, 3 h | inhibition, % at 12.5 µM;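 active = mean replicate inhibition of at least 70% and a set share of replicates each scoring 70 or more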;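 note: 0% = median of neutral control wells and 100% = median of positive control wells; values of inactives mirror those of a sister screen read the other way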
Target sequence (Q61009 whole entry, looked up): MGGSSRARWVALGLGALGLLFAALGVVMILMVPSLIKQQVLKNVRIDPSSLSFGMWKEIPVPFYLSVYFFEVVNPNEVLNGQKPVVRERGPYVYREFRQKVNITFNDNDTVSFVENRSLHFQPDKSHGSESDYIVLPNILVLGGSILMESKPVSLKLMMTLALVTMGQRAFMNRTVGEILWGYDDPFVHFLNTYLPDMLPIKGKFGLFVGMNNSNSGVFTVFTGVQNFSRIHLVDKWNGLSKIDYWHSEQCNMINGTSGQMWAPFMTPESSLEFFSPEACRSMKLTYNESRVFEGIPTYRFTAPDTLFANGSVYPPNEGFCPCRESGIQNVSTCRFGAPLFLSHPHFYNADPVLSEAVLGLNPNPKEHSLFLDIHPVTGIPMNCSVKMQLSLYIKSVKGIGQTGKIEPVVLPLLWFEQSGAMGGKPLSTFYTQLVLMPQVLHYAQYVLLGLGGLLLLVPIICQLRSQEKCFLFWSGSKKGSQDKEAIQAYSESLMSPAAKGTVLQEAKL
CAL PDZ FP-1: CAL PDZ peptide-binding inhibitors, primary screen, biochemical, fluorescence polarization, Cer-tagged CAL PDZ, HTS; Golgi-associated PDZ and coiled-coil motif-containing protein (Homo sapiens), Q9HD26; purified CAL PDZ, TMR-peptide fluorescence polarization, 1 h; inhibition, % at 20 µM; hit rate 0.02% among 330,000; AID 504414, 2011;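 active = highest replicate inhibition of at least 40%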;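 note: plate controls were DMSO neutral control wells for no effect and unlabeled competitor peptide control wells for full effect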
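Test system: purified CerCALP PDZ construct; Compound dosing: one concentration, 20 µM compound; Also added: TMR-labelled reporter peptide T*-PRC34 bound in PDZ groove; Read-out: inhibition from polarization loss; Controls: unlabelled peptide and DMSO controls; Signal: FP readout, S and P plane fluorescence; Incubation: 1 h at RT.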
CAL PDZ FP-2: untagged CAL PDZ binding inhibitors, primary screen, biochemical, fluorescence polarization, HTS | purified CAL PDZ, TMR-peptide fluorescence polarization, 1 h | inhibition, % at 24.9 µM | hit rate 0.92% among 300,000 | AID 602252, 2012;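 active = mean inhibition of at least 30% with at least half of replicates also reaching 30%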;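 note: 0% = DMSO neutral control and 100% = excess unlabeled competitor peptide PRC23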
Rtt109 HAT inh: inhibitors of C. albicans Rtt109/Vps75 HAT, primary screen, biochemical, ThioGlo CoA-SH fluorescence, plate reader; AID 540336, 2011; inhibition, % at 34.9 µM; hit rate 0.16% among 330,000; purified Rtt109/Vps75, 4 h; Histone acetyltransferase RTT109 (Candida albicans (strain SC5314 / ATCC MYA-2876)), …;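 active = inhibition of at least 50% in every replicate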
NSD2 HMT inh: NSD2 histone methyltransferase inhibitors, primary screen, biochemical, AlphaScreen, single concentration, set 2 | Histone-lysine N-methyltransferase NSD2 (Homo sapiens), O96028 | NSD2 peptide methylation, 120 min | inhibition, % at 12.5 µM | hit rate 0.54% among 310,000 | AID 743445, 2014; in the data active = inhibition above about 50%
dFosB act: activators of delta FosB homodimer, primary screen, biochemical, fluorescence polarization, TAMRA-CDK5 oligo, single point. Protein FosB (Mus musculus), P13346. purified delta FosB; percent of positive-control signal above neutral wells. activation, % at 25 µM. hit rate 0.99% among 340,000. AID 493131, 2011;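 active = mean activation above about 17%, with every replicate also reaching it, limit read from the data, passing the limit was not always enough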;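 note: fluorescence polarization rise as delta FosB binds a TAMRA Cdk5 AP-1 oligo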
Target sequence (P13346 whole entry, looked up): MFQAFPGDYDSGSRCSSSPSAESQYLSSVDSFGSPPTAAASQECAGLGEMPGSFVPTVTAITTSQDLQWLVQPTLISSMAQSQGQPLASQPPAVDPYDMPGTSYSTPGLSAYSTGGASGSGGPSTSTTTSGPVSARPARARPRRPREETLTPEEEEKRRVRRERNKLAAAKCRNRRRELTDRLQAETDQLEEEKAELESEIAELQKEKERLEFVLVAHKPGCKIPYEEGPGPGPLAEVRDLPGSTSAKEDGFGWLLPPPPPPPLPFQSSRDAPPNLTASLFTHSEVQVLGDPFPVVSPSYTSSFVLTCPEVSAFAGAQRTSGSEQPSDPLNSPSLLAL
SR-BI uptake up: activators of SR-BI mediated DiI-HDL uptake, primary screen, ldlA[mSR-BI] CHO cells, DiI fluorescence; hit rate 0.096% among 320,000; activation, % at 12.5 µM; 3 h; 100 = double the neutral-control signal; AID 504775, 2011;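 active = mean replicate activation of at least 60% and every replicate at or above 60%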;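 note: 0% = median plate neutral-control signal and 100% = twice that signal; values of inactives mirror those of a sister screen read the other way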
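Material: SR-BI-overexpressing, LDLR-lacking CHO cells; schedule: compound exposure 3 h, 37 °C; reagent: DiI-labelled HDL at 10 µg/mL final; technique: bottom-read fluorescence, 550/595 nm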
PvdQ inh: P. aeruginosa PvdQ acylase inhibitors, primary screen, biochemical, fluorescence, plate reader and imaging, single point; inhibition, % at 10 µM; purified PvdQ acylase; PvdQ acylase [Pseudomonas aeruginosa LESB58]; AID 488965, 2010; hit rate 0.063% among 340,000; in the data active = inhibition above about 30%, passing the limit was not always enough;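 note: 0% = vehicle neutral wells and 100% = reference inhibitor wells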
PfHsp90 set2: growth inhibition of PfHsp90-expressing yeast, primary screen, antimalarial PfHsp90 inhibitor project, S. cerevisiae, BacTiter-Glo luminescence, single point, set 2 | AID 504621, 2011 | inhibition, % at 9.4 µM | hit rate 0.32% among 310,000 | BacTiter-Glo ATP, 48 h; yeast lacking PDR1 and PDR3 efflux regulators;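 active = every replicate shows inhibition above about 80%, whatever the replicate mean, limit read from the data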;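 note: 0% = DMSO neutral controls and 100% = 20 µM radicicol positive controls; yeast relying on Plasmodium falciparum Hsp90 in place of its own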
MITF act: activators of MITF-driven TRPM1 promoter reporter, primary screen, cell-based, SK-MEL-5, luciferase, single point. SK-MEL-5 TRPM1-promoter luciferase, 24 h; % of positive control, neutral wells = 0. activation, % at 12.5 µM. hit rate 0.75% among 300,000;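 active = mean activation of at least 80% with every replicate also reaching 80%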;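 note: 0% = neutral control wells and 100% = parthenolide positive control wells; values of inactives mirror those of a sister screen read the other way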
An asterisk follows results filed as active; / = no result given.

1) O=C(CCN1C(=O)CSc2ccccc21)Nc1cccc(C(F)(F)F)c1
2) COc1ccc(C(=O)Nc2ccc(C)cn2)c(OC)c1
3) CCNc1nc(NCC)nc(N2CC(=O)N(CC(=O)OCC)C2=N)n1
4) CC(C)NC(=O)c1cc(-c2cccs2)nc2ccccc12
5) Cn1cc(-c2cccc(C(F)(F)F)c2)cc(C#N)c1=O
Compound,1,2,3,4,5
SR-BI DiI inh,37,11,-18,12,-16
CAL PDZ FP-1,-1.9,-0.8,0.2,-1.4,-0.2
CAL PDZ FP-2,-3,/,-2,-3,-1
Rtt109 HAT inh,-4,-4,4,4,-11
NSD2 HMT inh,-1,1,-5,-6,-2
dFosB act,-4,-28,-1,-7,-4
SR-BI uptake up,-37,-11,18,-12,16
PvdQ inh,0,-10,-12,-15,-13
PfHsp90 set2,-16,/,6,-8,14
MITF act,-3,-73,-5,7,-9

6) O=P(/C(=N/O)Sc1ccccc1)(N1CCOCC1)N1CCOCC1
7) COc1ccc(C2C(Oc3ccccc3)C(=O)N2c2ccc(C)c(C)c2)cc1OC (stereo unspecified)
8) Cc1nonc1OCCNCCNc1ccc([N+](=O)[O-])cc1Cl
9) O=C1c2cc(Br)ccc2OC2C=CC=CC12 (stereo unspecified)
10) COc1ccc(NC(=O)CSc2nc3[nH]ncc3c(=O)[nH]2)c(OC)c1
Compound,6,7,8,9,10
SR-BI DiI inh,-25,-12,14,-2,-36
CAL PDZ FP-1,-1.1,-2.8,-2.1,-0.1,-3.0
CAL PDZ FP-2,-6,3,-4,6,-1
Rtt109 HAT inh,3,-1,5,-3,-9
NSD2 HMT inh,/,/,1,/,-1
dFosB act,-6,-9,0,-12,-2
SR-BI uptake up,25,12,-14,2,36
PvdQ inh,-3,0,-14,-5,1
PfHsp90 set2,/,-4,-26,-48,/
MITF act,-1,-1,-1,50,-5

11) O=C(NC1CCCCC1)C(c1ccccc1)N(Cc1cccnc1)C(=O)c1csnn1 (stereo unspecified)
12) Cc1ccc(NC2CCCN(C(=O)c3ccccc3-c3ncc[nH]3)C2)cc1C (stereo unspecified)
13) COc1ccc(CN2C(=O)C(CC(C)C)Nc3ncnc(N4CCCCC4)c32)cc1 (stereo unspecified)
14) COc1ccc(OC)c(NC(=O)c2cccc(Cn3cc(Br)c([N+](=O)[O-])n3)c2)c1
15) CC1(C)CC(=O)C2=C(C1)OC(N)=C(C#N)C21CCN(Cc2ccccc2)CC1
Compound,11,12,13,14,15
SR-BI DiI inh,-10,-2,-4,64,-9
CAL PDZ FP-1,-1.8,0.2,-0.9,-0.9,-1.6
CAL PDZ FP-2,0,-4,-2,-3,-2
Rtt109 HAT inh,1,9,11,1,-6
NSD2 HMT inh,-1,1,/,/,-7
dFosB act,-12,-6,-4,-1,-7
SR-BI uptake up,10,2,4,-64,9
PvdQ inh,-13,0,-5,-1,-11
PfHsp90 set2,14,0,19,7,-10
MITF act,-7,-2,-4,18,-13

16) CC1O[C@@H](O[C@H](C)CC[C@@H](C)O)C(O)C[C@H]1O (stereo partly specified)
17) C=CCOC(=O)CCP(=O)(CCC(=O)OCC=C)c1ccccc1
18) Cc1ccc2[nH]c(-c3ccccc3)cc(=O)c2c1
19) Cc1nc(N2CCOCC2)[nH]c(=O)c1CCC(C)C
20) COc1cccc(OCc2cc(C(=O)N3CCC(C(O)C(C)C)CC3)no2)c1 (stereo unspecified)
Compound,16,17,18,19,20
SR-BI DiI inh,-7,-6,-17,-20,14
CAL PDZ FP-1,-0.2,-0.2,-0.7,0.7,-0.8
CAL PDZ FP-2,-5,0,6,-3,/
Rtt109 HAT inh,-7,6,3,0,10
NSD2 HMT inh,/,0,/,2,-5
dFosB act,-5,5,-12,-3,-7
SR-BI uptake up,7,6,17,20,-14
PvdQ inh,4,-4,-9,-3,4
PfHsp90 set2,-24,4,8,-4,0
MITF act,-3,-1,-12,61,8

21) O=C(NC(=S)NCCOCc1ccc(Cl)cc1)c1cccnc1
22) [O-]c1n[n+](-c2ccc(Cl)cc2)cc2ccccc12
23) COc1ccc(CCNC(=O)c2cnc(C)cn2)cc1
24) CCCn1nnc(NC(=O)/C=C/c2ccc(C(C)C)cc2)n1
25) CCNC(=O)CC1C(=O)N(c2ccc(F)cc2)C(=O)N1CCC(C)C (stereo unspecified)
Compound,21,22,23,24,25
SR-BI DiI inh,-3,-3,-23,-12,-3
CAL PDZ FP-1,0.7,-2.6,-1.4,-0.6,0.2
CAL PDZ FP-2,1,-1,-4,-1,-1
Rtt109 HAT inh,3,1,-11,1,-6
NSD2 HMT inh,-2,0,1,0,0
dFosB act,-10,-3,-3,-9,3
SR-BI uptake up,3,3,23,12,3
PvdQ inh,-12,-1,-15,9,-7
PfHsp90 set2,27,16,-7,-6,-27
MITF act,-7,-18,26,14,4

26) Cc1ccc(-c2cc(C(=O)Nc3ccccn3)c3ccccc3n2)o1
27) O=C(O)CCC(=O)Nc1ccc(C(=O)OCC(=O)c2ccc(Cl)cc2)cc1
28) COc1ccc(CCNCC(O)COc2ccc(OC)cc2C(C)(C)C)cc1 (stereo unspecified)
29) COc1ccccc1OCCCN1C(=O)C(=O)c2cccc(C)c21
30) CCOc1cc(Br)c(Br)c(C=Nc2ccc(NC(C)=O)cc2)c1O
Compound,26,27,28,29,30
SR-BI DiI inh,35,10,0,21,12
CAL PDZ FP-1,-2.6,0.1,-2.2,-1.1,2.2
CAL PDZ FP-2,8,-3,2,-3,0
Rtt109 HAT inh,-3,11,4,-1,-1
NSD2 HMT inh,3,-4,44,/,-1
dFosB act,-19,-5,-2,-8,-5
SR-BI uptake up,-35,-10,0,-21,-12
PvdQ inh,-9,-10,-27,-9,-8
PfHsp90 set2,10,5,6,17,-22
MITF act,1,14,0,-1,-10

Only Rtt109 HAT inh, SR-BI DiI inh and dFosB act (two entries from above):
| entry | Structure | Rtt109 HAT inh | SR-BI DiI inh | dFosB act |
| --- | --- | --- | --- | --- |
| 30 | CCOc1cc(Br)c(Br)c(C=Nc2ccc(NC(C)=O)cc2)c1O | -1 | 12 | -5 |
| 26 | Cc1ccc(-c2cc(C(=O)Nc3ccccn3)c3ccccc3n2)o1 | -3 | 35 | -19 |

Additional entries follow:
31) CC(C)(C)n1nnnc1C(c1ccccc1F)N(Cc1ccco1)CC1CCCO1 (stereo unspecified)
32) COc1ccc(N(CC(=O)NCCSCc2ccc(C)cc2)S(=O)(=O)c2ccccc2)cc1
33) COc1cc(CN2CCC(CCC(=O)NC3CC3)CC2)cc(Cl)c1OC
34) COC(=O)c1ccc(CNC(=O)c2c3c(nc4ccccc24)CCN(Cc2ccccc2)C3)cc1
35) COc1ccc(S(=O)(=O)N2CCCC2CNC(=O)C(=O)NCc2ccc3c(c2)OCO3)cc1 (stereo unspecified)
Compound,31,32,33,34,35
SR-BI DiI inh,-9,18,-17,24,36
CAL PDZ FP-1,-2.6,0.6,-1.0,0.2,-1.6
CAL PDZ FP-2,-1,-2,/,-3,-3
Rtt109 HAT inh,/,4,-13,-4,4
NSD2 HMT inh,1,-1,-1,1,-1
dFosB act,0,-3,4,-6,-8
SR-BI uptake up,9,-18,17,-24,-36
PvdQ inh,2,-10,-3,-9,-6
PfHsp90 set2,10,22,7,-6,/
MITF act,-3,-10,-3,-9,-9

36) COc1ccc(-n2c(SCCC#N)nnc2-c2cc(Cl)ccc2OC)cc1Cl
37) CCNc1c(NS(=O)(=O)c2ccc(OC)cc2)c(=O)oc2ccccc12
38) O=C(CN1C(=O)COc2ccc(S(=O)(=O)N3CCCCC3)cc21)NCc1ccccc1Cl
39) COc1cccc(C=C2SC(=S)NC2=O)c1
40) COc1ccc(OC)c2sc(NC(=O)c3ccc(Br)s3)nc12
Compound,36,37,38,39,40
SR-BI DiI inh,-15,/,-20,-24,-13
CAL PDZ FP-1,-2.1,-2.2,-2.1,-1.8,1.0
CAL PDZ FP-2,-4,-4,-6,-6,-1
Rtt109 HAT inh,16,3,4,-11,-5
NSD2 HMT inh,-3,1,-1,-4,/
dFosB act,-4,0,-14,2,1
SR-BI uptake up,15,/,/,24,13
PvdQ inh,2,-11,1,-10,0
PfHsp90 set2,-16,-11,-16,-22,-1
MITF act,-4,12,-6,10,-3

41) COC(=O)[C@]1(Cc2ccccc2)N[C@H](CN(C)S(=O)(=O)c2ccc(C(F)(F)F)cc2)[C@@H]2C(=O)N(Cc3ccccc3)C(=O)[C@@H]21
42) CCc1cc2cc(C(=O)N3CCN(c4ccccc4)CC3)sc2s1
43) CC(C)NC(=O)c1ccccc1S(=O)(=O)c1ccccc1C#N
44) Cc1cc(C(=O)NC(C)c2ccncc2)cs1 (stereo unspecified)
45) COCCSc1ccccc1C(=O)Nc1ccc([N+](=O)[O-])cc1OC
46) COc1cc2ccccc2cc1C(=O)Nc1ccc(O)cc1
Compound,41,42,43,44,45,46
SR-BI DiI inh,-22,-19,12,-2,81*,14
CAL PDZ FP-1,0.0,-0.3,0.8,/,0.0,-1.8
CAL PDZ FP-2,7,5,-3,1,-1,/
Rtt109 HAT inh,2,-2,-4,-1,2,26
NSD2 HMT inh,/,6,-1,0,9,0
dFosB act,6,-18,-1,0,-6,-14
SR-BI uptake up,22,19,-12,2,-81,-14
PvdQ inh,-7,-13,0,3,-9,2
PfHsp90 set2,-5,8,-25,1,26,-2
MITF act,-2,-8,-5,-4,-9,/

Part of the list above in order of count of non-hydrogen atoms, smallest number first.
3) CCNc1nc(NCC)nc(N2CC(=O)N(CC(=O)OCC)C2=N)n1
28) COc1ccc(CCNCC(O)COc2ccc(OC)cc2C(C)(C)C)cc1 (stereo unspecified)
38) O=C(CN1C(=O)COc2ccc(S(=O)(=O)N3CCCCC3)cc21)NCc1ccccc1Cl
Compound,3,28,38
SR-BI DiI inh,-18,0,-20
CAL PDZ FP-1,0.2,-2.2,-2.1
CAL PDZ FP-2,-2,2,-6
Rtt109 HAT inh,4,4,4
NSD2 HMT inh,-5,44,-1
dFosB act,-1,-2,-14
SR-BI uptake up,18,0,/
PvdQ inh,-12,-27,1
PfHsp90 set2,6,6,-16
MITF act,-5,0,-6
